Arrestin-AP2 inh: inhibitors of human beta-arrestin and AP2 interaction. FITC-arrestin peptide / GST-AP2 beads, flow cytometry; AP2 beta2 appendage carries R879A mutation. inhibition, % at 10 µM. 340,000 tested, 0.31% active;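 active = inhibition above a set limit, near 3 SD of compounds lacking own fluorescence, cut at about 54% in these data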;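 also: plate controls were DMSO wells for no effect and 5 µM unlabelled arrestin peptide for full effect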
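Assay system: GST-AP2 R879A bound to glutathione beads, E. coli-expressed; Medium: PBS with 0.05% Tween 20 and 0.1% BSA; Also added: fluorescein-tagged arrestin peptide at 50 nM final; Timing: 12 min plus 1 h, RT; Measured by: flow cytometry, FL1 (488/535 nm); Evaluation: percent drop in bead-associated FITC signal.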
PKA-R1A act: activates the PKA-R1A holoenzyme complex | 340,000 tested, 0.083% active | PKA-R1A dissociation, Cy5-IP20 fluorescence polarization; scaled: DMSO 0%, 113 µM cGMP 100% | AID 504707 | activation, % at 11.4 µM | P00514+P68181;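 active = percent activation above the mean of all tested compounds plus 3 SD, cut at about 19% in these data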;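 also: higher means more PKAc released from R1A so a rise in polarization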
DAGLB inh: blocks human DAGLB lipase activity. Q8NCG7. HEK293T DAGLB membrane lysate, EnzChek fluorogenic substrate. inhibition, % at 5.17 µM. 340,000 tested, 0.059% active; in the data active = inhibition above about 34%;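 also: 0% = enzyme with vehicle and 100% = wells lacking enzyme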
MOR-DOR inv ag: mu-delta opioid heterodimer inverse agonism; P35372+P41143; cell-based MOR-DOR heterodimer luminescence; inhibition, % at 9.3 µM; 340,000 tested, 0.21% active; AID 504357; in the data active = inhibition above about 22%, passing the limit was not always enough;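 also: 0% = cells with DMSO and 100% = wells without cells with DMSO; values of inactives mirror those of a sister screen read the other way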
HTR5A ag ctr: counter-screen for OPRM1-OPRD1 agonists: human HTR5A agonism; 340,000 tested, 0.61% active; HTR5A agonist assay, luminescence, cell-based; activation, % at 9.3 µM; P47898; in the data active = activation mostly above about 9.5%, no sharp cut-off; inactive = mostly below about 7.6%;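 also: 0% = cells with vehicle only and 100% = reference agonist; strong numbers were not always called active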
Pemphigus Ab inh: blocks pemphigus antibody binding to human desmoglein-3. P32926. DSG3-coupled beads, scFv-anti-DSG3-GFP binding, flow cytometry; active compounds read low. binding (percent of control), % at 10 µM. 310,000 tested, 0.48% active;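 active = binding more than 3 SD below its plate's average and above zero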;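 also: hits lower antibody fragment binding to DSG3; some compounds called inactive have numbers as strong as hits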
Target sequence (P32926 whole entry, looked up, the tested form may be a part): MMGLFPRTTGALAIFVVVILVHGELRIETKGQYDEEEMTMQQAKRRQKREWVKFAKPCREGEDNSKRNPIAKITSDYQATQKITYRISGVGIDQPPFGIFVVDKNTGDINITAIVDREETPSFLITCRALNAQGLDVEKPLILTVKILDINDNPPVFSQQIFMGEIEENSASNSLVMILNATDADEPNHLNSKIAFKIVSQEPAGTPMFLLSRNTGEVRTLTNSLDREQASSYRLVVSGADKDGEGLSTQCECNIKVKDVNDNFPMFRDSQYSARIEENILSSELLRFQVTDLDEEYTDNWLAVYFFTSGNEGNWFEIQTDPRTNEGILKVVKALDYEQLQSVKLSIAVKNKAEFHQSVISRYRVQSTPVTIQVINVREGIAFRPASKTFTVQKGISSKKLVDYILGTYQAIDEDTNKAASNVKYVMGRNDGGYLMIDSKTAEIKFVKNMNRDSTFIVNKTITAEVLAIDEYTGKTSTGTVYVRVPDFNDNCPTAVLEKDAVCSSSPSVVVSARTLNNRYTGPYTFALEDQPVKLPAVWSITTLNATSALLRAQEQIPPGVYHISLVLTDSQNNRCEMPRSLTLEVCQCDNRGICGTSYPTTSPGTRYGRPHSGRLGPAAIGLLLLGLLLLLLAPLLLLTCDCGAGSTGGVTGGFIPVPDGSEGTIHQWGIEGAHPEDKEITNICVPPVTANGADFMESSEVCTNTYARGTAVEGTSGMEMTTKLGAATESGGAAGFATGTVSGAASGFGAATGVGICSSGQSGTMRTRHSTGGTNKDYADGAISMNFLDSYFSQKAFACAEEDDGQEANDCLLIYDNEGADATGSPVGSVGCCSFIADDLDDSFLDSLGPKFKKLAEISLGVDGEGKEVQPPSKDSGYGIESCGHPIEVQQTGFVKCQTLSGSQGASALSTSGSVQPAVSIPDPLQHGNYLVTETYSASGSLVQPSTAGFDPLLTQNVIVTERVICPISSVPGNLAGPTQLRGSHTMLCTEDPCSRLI
V-ATPase pHluor: alters yeast V-ATPase proton transport | response, % at 10 µM | AID 504577 | S. cerevisiae, pHLuorin cytosolic pH fluorescence | 350,000 tested, 0.37% active; in the data active = response mostly above about 7.3%, no sharp cut-off; inactive = mostly below about 5.4%; also: actives read high; inactives centre near 0; some compounds called inactive have numbers as strong as hits; reference of the scale not given here
MOR-DOR ag: OPRM1-OPRD1 heterodimerization agonism | 340,000 tested, 0.3% active | P35372+P41143 | activation, % at 9.3 µM | cells, luminescence; in the data active = activation above about 18%;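 also: 0% = vehicle-treated cells and 100% = reference agonist; values of inactives mirror those of a sister screen read the other way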
HTR5A inv ag: HTR5A inverse agonism, opioid heterodimer counter-screen; P47898; HTR5A cell line, luminescence; inhibition, % at 9.3 µM; 340,000 tested, 0.083% active; in the data active = inhibition mostly above about 23%, no sharp cut-off; inactive = mostly below about 18%;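 also: 0% = cells with DMSO and 100% = no-cell wells with DMSO; some compounds called inactive have numbers as strong as hits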
PKA-R2B act: activators of human PKA-R2B complex; P22694+P31323; activation, % at 11.4 µM; PKA-R2B holoenzyme dissociation, Cy5-IP20 fluorescence polarization; R2B truncated from residue 108, S112A mutant; 0% DMSO only, 100% 113 µM cGMP; 340,000 tested, 0.079% active;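 active = activation above a cutoff set at the mean over all compounds plus 3 SD, cut at about 18% in these data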;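 also: higher means more holoenzyme dissociation and a rise in polarization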
* = called active by the depositor; nt = no result given.

Short forms: A = Arrestin-AP2 inh; B = PKA-R1A act; C = DAGLB inh; D = MOR-DOR inv ag; E = HTR5A ag ctr; F = Pemphigus Ab inh; G = V-ATPase pHluor; H = MOR-DOR ag; I = HTR5A inv ag; J = PKA-R2B act
C=CCSC1=N/C(=C\c2cc(OCC)c(OC(C)=O)c([N+](=O)[O-])c2)C(=O)S1
  A: -3; B: -4; C: 31; D: 10; E: 1; F: 126; G: -1; H: -1.8; I: 13; J: 7

COc1ccc(Br)cc1S(=O)(=O)NCCc1cccs1
  A: -8; B: 3; C: 1; D: -21; E: -3; F: 93; G: -1; H: 5.2; I: 7; J: -10

COc1ccc(Cl)cc1NC(=O)CN(C)C(=O)c1ccc(C)s1
  A: -5; B: -7; C: -2; D: -2; E: -1; F: 101; G: -1; H: 0.2; I: 2; J: -12

CCOC(=O)Nc1ccc(S(=O)(=O)NCc2ccccc2)cc1
  A: 34; B: 6; C: -3; D: -2; E: 1; F: 113; G: 3; H: 0.4; I: -2; J: -7

Cc1cc2oc(C(=O)N(Cc3cccs3)C3CCS(=O)(=O)C3)cc(=O)c2cc1Cl (configuration not stated)
  A: 30; B: 2; C: 0; D: 19; E: -1; F: 104; G: -2; H: -3.7; I: 5; J: -8

Nn1c(SCc2nc3ccccc3[nH]2)nnc1-c1cccnc1
  A: 13; B: 4; C: 4; D: 4; E: 4; F: 98; G: 0; H: -0.8; I: -10; J: 8

O=C(COc1coc(CN2CCc3ccccc3C2)cc1=O)Nc1ccccc1F
  A: 65*; B: -9; C: 1; D: -1; E: 2; F: 105; G: -5; H: 0.2; I: -17; J: 4

COc1cccc(-c2nc3cc(C)ccc3o2)c1
  A: 3; B: -5; C: -13; D: -5; E: 4; F: 99; G: 1; H: 1.0; I: -16; J: -2

NC(=O)c1nc(N2CCOCC2)nc(N2CCOCC2)n1
  A: 0; B: -15; C: -1; D: 7; E: 3; F: 101; G: -2; H: -1.2; I: -15; J: 2

CCOC(=O)C1=C(CC)Nc2ccccc2N/C1=N\S(=O)(=O)c1ccc2ccccc2c1
  A: -10; B: -13; C: 6; D: -4; E: -3; F: 102; G: 0; H: 0.9; I: 9; J: -3

CN(Cc1ccccc1F)C(=O)CN1C(=O)NC2(CCc3ccccc32)C1=O (configuration not stated)
  A: 1; B: 5; C: 1; D: -2; E: 3; F: 101; G: 0; H: 0.3; I: 6; J: -7

O=C(NC1CCCC1)c1cc(-c2cccc(Cl)c2)on1
  A: -9; B: -12; C: -8; D: -9; E: -3; F: 125; G: 2; H: 1.6; I: 11; J: -8

CCn1nnc(NC(=O)c2cc(Cl)c(OC)c(Cl)c2)n1
  A: 45; B: -4; C: 0; D: -5; E: -6; F: 95; G: 1; H: 0.9; I: 5; J: 1

COC(=O)c1cccc(C(=O)Nc2ccc(C)cc2)n1
  A: -3; B: 1; C: -5; D: -2; E: 7; F: 97; G: 6; H: 0.4; I: 0; J: -1

CC1(C)CC2(C)OC(=N)C1(C#N)C2(C#N)C#N (configuration not stated)
  A: 0; B: 3; C: 0; D: 0; E: 4; F: 112; G: -2; H: 0.1; I: -6; J: -3

O=C(Oc1c(CN2CCOCC2)cc(Cl)c2cccnc12)c1ccccc1Cl
  A: 10; B: 3; C: -2; D: -16; E: -7; F: nt; G: 0; H: 3.4; I: 18; J: -1

C/C(=N\Nc1ccc([N+](=O)[O-])cc1[N+](=O)[O-])c1ccc(-n2nncc2C(C)(C)C)cc1
  A: 29; B: 2; C: 10; D: -22; E: 0; F: 101; G: 5; H: 4.2; I: -1; J: -7

O=C1C(=Nc2cccc(Cl)c2)CC(c2ccc(Cl)cc2)N1c1cccc(Cl)c1 (configuration not stated)
  A: 8; B: 5; C: -2; D: 18; E: -3; F: 91; G: 4; H: -3.3; I: 13; J: 0

O=c1c2ccccc2ncn1-c1ccccc1[N+](=O)[O-]
  A: 29; B: -10; C: -1; D: 10; E: -3; F: 98; G: 2; H: -2.2; I: 11; J: -5

O=C(COc1ccc(Br)cc1F)NC1CC1
  A: -9; B: 0; C: 1; D: 8; E: 1; F: 87; G: -1; H: -1.5; I: -5; J: 5

CCN(CC)S(=O)(=O)c1ccc(Nc2ccc(-c3ccc4c(c3)OCCO4)nn2)cc1
  A: 8; B: -13; C: -4; D: 10; E: 4; F: 101; G: -2; H: -1.7; I: -6; J: 1

Cc1ccccc1Cn1cc(CCC(=O)N2CCOCC2)c2ccccc21
  A: 13; B: -6; C: -2; D: 7; E: -1; F: 92; G: -2; H: -1.2; I: 3; J: -10

O=C1CCCC/C1=C/Nc1ccc(C(=O)O)cc1
  A: 10; B: -11; C: 1; D: -13; E: 2; F: 106; G: 2; H: 2.3; I: 17; J: -13

Cc1cnc(C(=O)N2CCN(S(=O)(=O)c3cc(C(F)(F)F)cc(C(F)(F)F)c3)CC2)cn1
  A: 0; B: 4; C: -1; D: -7; E: 0; F: -17*; G: 2; H: 1.8; I: 4; J: 3

COc1ccc(-n2ncc3c(=O)n(CC(=O)N4CCCc5ccccc54)cnc32)cc1
  A: 2; B: 3; C: 0; D: 11; E: -3; F: 102; G: 0; H: -2.0; I: -8; J: -8

O=C(CC1C(=O)NCCN1CC1CCCCC1)NCc1ccc(F)cc1F (configuration not stated)
  A: 8; B: -6; C: 1; D: 5; E: -6; F: 114; G: -2; H: -1.0; I: 15; J: -6

NC(=O)c1ccc(NCC2CCCO2)c([N+](=O)[O-])c1 (configuration not stated)
  A: 7; B: -4; C: -2; D: -21; E: 4; F: 108; G: 10; H: 2.6; I: -16; J: -4

COc1cc(SC)ccc1C(=O)Nc1cc(C)ccn1
  A: 5; B: 1; C: -3; D: -20; E: -3; F: 104; G: -2; H: 2.8; I: 7; J: -7

Cc1ccc(OCCCCCCN2CCNCC2)cc1
  A: 38; B: 3; C: 0; D: 6; E: -1; F: 102; G: 3; H: -1.2; I: -19; J: -8

CCN(CC)S(=O)(=O)c1cccc(NC2=NCC(C)S2)c1 (configuration not stated)
  A: 22; B: 8; C: -5; D: 7; E: 1; F: 116; G: 4; H: -1.5; I: -36; J: 2

CC(C)CN(CC(C)C)C(=O)COn1nnc2ccc(S(=O)(=O)N3CCOCC3)cc21
  A: 30; B: -3; C: -3; D: 15; E: 7; F: 96; G: -4; H: -3.9; I: 3; J: -2

CCN(C(=O)COC(=O)c1ccco1)c1cccc2ccccc12
  A: 18; B: 7; C: 0; D: 10; E: 11; F: 100; G: 1; H: -2.3; I: -27; J: 6

O=C(NCc1nc2ccccc2[nH]1)C1=C[C@H](C2CC2)C[C@H](OCc2ccc(CO)cc2)O1
  A: 1; B: -8; C: -1; D: 13; E: 11; F: 108; G: 0; H: -2.3; I: -28; J: -10

NC(=O)c1ccc(SCC(=O)OCC(=O)NC2CCCCCCC2)c([N+](=O)[O-])c1
  A: -3; B: 0; C: 1; D: 6; E: 0; F: 106; G: -3; H: -1.4; I: 15; J: -5

COc1ccc(S(=O)(=O)N2CCCC(C(=O)Nc3ccc(OC)c(OC)c3)C2)cc1 (configuration not stated)
  A: 4; B: -3; C: -1; D: 3; E: -3; F: nt; G: -1; H: -0.5; I: 7; J: -8

O=C(COn1nnc2ccc(Cl)cc21)NC12CC3CC(CC(C3)C1)C2
  A: -3; B: -4; C: -5; D: -37; E: 6; F: 86*; G: -5; H: 6.8; I: -20; J: 5

CCNC(=O)C(=O)Nc1ccc(OC)c(Cl)c1
  A: -8; B: 4; C: 1; D: -14; E: 4; F: 102; G: -1; H: 2.6; I: 5; J: 0

CCOC(=O)N1CCC(N2C(=O)c3ccc(C(=O)O)cc3C2=O)CC1
  A: 18; B: 2; C: -1; D: -1; E: -1; F: 69; G: -2; H: 0.1; I: 13; J: -8

CC(O)C1CCC2C3CCC4CC(O)CCC4(C)C3C(=O)CC12C (configuration not stated)
  A: 4; B: 10; C: -2; D: 3; E: -5; F: nt; G: 0; H: -0.6; I: 13; J: 7

Cc1ccc(NC(=O)c2cccc(S(C)(=O)=O)c2)cc1
  A: -30; B: -16; C: -1; D: 13; E: 0; F: 99; G: 0; H: -2.3; I: 0; J: -14

CC(Cc1ccccc1)NC(=O)/C=C/c1ccc([N+](=O)[O-])cc1 (configuration not stated)
  A: 1; B: 1; C: -1; D: -15; E: -8; F: 98; G: 3; H: 2.5; I: 22; J: -6

CC(=O)c1ccc(NC(=O)CSCCO)cc1
  A: 18; B: -4; C: -2; D: 8; E: 1; F: 103; G: -4; H: -1.5; I: -16; J: -6

O=C(CSc1nnc(-c2ccccc2)n1Cc1ccco1)Nc1ccc2c(c1)OCCO2
  A: 18; B: -5; C: 0; D: 15; E: 3; F: 98; G: -3; H: -3.2; I: -7; J: -9

Cc1ccc2cc(/C=N/NC(=O)c3ccc(F)cc3)c(Cl)nc2c1
  A: 2; B: 3; C: -2; D: 10; E: -4; F: 117; G: 6; H: -1.8; I: 13; J: 0

COc1ccc(NC(=O)CSc2nnc(-c3ccccc3)n2Cc2ccco2)cc1OC
  A: 4; B: -1; C: -2; D: 12; E: -1; F: 101; G: 4; H: -2.3; I: 14; J: -9

CC1(C)CC(=O)C2=C(C1)OC1=C(C(=O)CC(C)(C)C1)C2c1cccc([N+](=O)[O-])c1
  A: nt; B: -7; C: -4; D: nt; E: nt; F: 102; G: -2; H: nt; I: nt; J: 3

CCC(=O)NNc1ncnc2c1cnn2-c1ccccc1
  A: -2; B: 8; C: -2; D: 7; E: -3; F: nt; G: -2; H: -1.4; I: 8; J: 6

Cc1ccc(S(=O)(=O)N2CCOCC2)cc1C(=O)OCC(=O)N1CCCCC1
  A: 20; B: 6; C: 4; D: -2; E: 7; F: 115; G: 1; H: 0.5; I: -18; J: -2

CCOC(=O)CSc1nc2c(sc(=S)n2-c2ccccc2OC)c(=O)n1-c1ccccc1OC
  A: 10; B: 8; C: -1; D: 16; E: -2; F: 91; G: 1; H: -3.4; I: 7; J: 1

CCN(CCO)Cc1cn[nH]c1-c1ccc(C)c(C)c1
  A: -3; B: -12; C: 2; D: 15; E: 2; F: 105; G: -2; H: -3.2; I: 11; J: 0

CCN(CCCNC(=O)C1CCCN(S(=O)(=O)CC)C1)c1cccc(C)c1 (configuration not stated)
  A: 16; B: 7; C: 4; D: -16; E: -3; F: 106; G: -6; H: 2.8; I: -19; J: 10

CCN(CC)S(=O)(=O)c1ccc(N2CCOCC2)c(NC(=O)Cc2ccccc2F)c1
  A: 4; B: -6; C: -1; D: 10; E: 2; F: 123; G: 0; H: -1.8; I: -4; J: 0

Structural class, the entries above with a furan ring, fused or not (3)
Short forms: A = Arrestin-AP2 inh; B = PKA-R1A act; C = DAGLB inh; D = MOR-DOR inv ag; E = HTR5A ag ctr; F = Pemphigus Ab inh; G = V-ATPase pHluor; H = MOR-DOR ag; I = HTR5A inv ag; J = PKA-R2B act
CCN(C(=O)COC(=O)c1ccco1)c1cccc2ccccc12
  A: 18; B: 7; C: 0; D: 10; E: 11; F: 100; G: 1; H: -2.3; I: -27; J: 6

O=C(CSc1nnc(-c2ccccc2)n1Cc1ccco1)Nc1ccc2c(c1)OCCO2
  A: 18; B: -5; C: 0; D: 15; E: 3; F: 98; G: -3; H: -3.2; I: -7; J: -9

COc1ccc(NC(=O)CSc2nnc(-c3ccccc3)n2Cc2ccco2)cc1OC
  A: 4; B: -1; C: -2; D: 12; E: -1; F: 101; G: 4; H: -2.3; I: 14; J: -9

Screens deposited in PubChem BioAssay by several laboratories.
